UBC13 inh = UBC13 polyubiquitin chain formation inhibitors, primary screen, biochemical, TR-FRET, uHTS; inhibition, % at 20 µM; 0.47% of 330,000 active; in the data active = inhibition above about 45%, passing the limit was not always enough
Apaf-1 inh = inhibitors of human Apaf-1 apoptosome, primary screen, biochemical, DEVD-Rh110 fluorescence, uHTS | Apoptotic protease-activating factor 1 (Homo sapiens), O14727 | reconstituted apoptosome caspase-3 activity | inhibition, % at 20 µM | 0.71% of 330,000 active | AID 489030, 2010; active = inhibition of at least 40% at 20 µM;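 note: plate controls were DMSO wells for no effect and DEVD-CHO caspase inhibitor wells for full effect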
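detection = Rh110 fluorescence intensity | test system = biochemical Apaf-1 apoptosome reconstitution | also added = cytochrome c and DEVD-Rh110 substrate | schedule = 30 min plus 50 min, RT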
SENP6 inh = SENP6 protease inhibitors, primary screen, biochemical, luminescence, uHTS; Sentrin-specific protease 6 (Homo sapiens), Q9GZR1; Recombinant SENP6 catalytic domain, aminoluciferin luminescence; 1.8% of 330,000 active; AID 2599, 2010; inhibition, % at 10 µM;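 active = inhibition above about 50% at the single tested dose, limit read from the data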;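 note: plate controls were DMSO wells with enzyme for no effect and DMSO wells lacking enzyme for full effect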
APOBEC3G inh = APOBEC3G DNA deaminase inhibitors, primary screen, biochemical, fluorescence, single-stranded DNA substrate, uHTS. inhibition, % at 20 µM. 0.28% of 330,000 active. DNA dC->dU-editing enzyme APOBEC-3G (Homo sapiens), Q9HC16. recombinant A3G, ssDNA deamination FAM/TAMRA fluorescence. AID 493012, 2011;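 active = inhibition of at least 40% at 20 µM, with no more than 30% in the related APOBEC3A deaminase screen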;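 note: plate controls were DMSO wells with A3G for no effect and wells lacking A3G enzyme for full effect; some compounds called inactive have numbers as strong as hits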
Target sequence (Q9HC16 whole entry, looked up): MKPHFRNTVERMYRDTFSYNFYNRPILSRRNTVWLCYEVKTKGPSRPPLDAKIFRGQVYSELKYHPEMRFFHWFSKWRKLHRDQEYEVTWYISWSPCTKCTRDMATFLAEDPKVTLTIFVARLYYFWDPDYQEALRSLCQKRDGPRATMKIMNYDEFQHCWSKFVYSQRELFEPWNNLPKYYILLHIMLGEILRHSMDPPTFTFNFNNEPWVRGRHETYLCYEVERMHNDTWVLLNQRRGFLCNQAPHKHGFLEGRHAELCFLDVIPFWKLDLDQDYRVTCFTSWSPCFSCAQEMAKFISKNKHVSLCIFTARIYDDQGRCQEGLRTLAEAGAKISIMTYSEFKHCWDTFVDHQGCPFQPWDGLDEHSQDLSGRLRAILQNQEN
SENP1 FRET inh = human SENP1 catalytic domain inhibitors, primary screen, biochemical, FRET, uHTS; Sentrin-specific protease 1 (Homo sapiens), Q9P0U3; recombinant SENP1 catalytic domain, CyPet-SUMO1-YPet FRET cleavage; inhibition, % at 10 µM; 0.21% of 360,000 active; AID 624204, 2012;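 active = inhibition at least 30% at 10 µM, raw YFP signal under a set limit, fluorescence ratio 0.5 to 1.5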;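 note: 0% = enzyme with DMSO and 100% = no enzyme wells; some results filed as inactive read as strong as hits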
Target sequence (Q9P0U3 419-644 limits assumed): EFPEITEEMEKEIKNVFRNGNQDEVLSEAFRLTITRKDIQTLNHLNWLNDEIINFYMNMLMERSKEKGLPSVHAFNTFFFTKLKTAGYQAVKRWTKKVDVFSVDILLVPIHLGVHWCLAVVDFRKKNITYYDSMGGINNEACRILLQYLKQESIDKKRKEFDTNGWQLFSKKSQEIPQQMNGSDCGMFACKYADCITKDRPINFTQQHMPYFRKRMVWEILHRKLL
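Test system: hSENP1 catalytic domain, recombinant; Amount: 20 pM final SENP1 enzyme; Medium: Tris pH 8 buffer plus EDTA, NaCl, BME, BSA, NP40, catalase; Schedule: 50 min enzyme reaction, room temperature, light-protected; Technique: FRET fluorescence in CFP and YFP emission channels; Controls: no-enzyme wells low, DMSO-plus-enzyme wells high control.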
SENP8 block-1 = human SENP8 protease inhibitors, primary screen, biochemical, fluorescence, Nedd8 protein substrate, uHTS; inhibition, % at 20 µM; recombinant SENP8; AID 602440, 2012; 0.64% of 360,000 active; Sentrin-specific protease 8 (Homo sapiens), Q96LD8; in the data active = inhibition mostly above about 40%, no sharp cut-off; inactive = mostly below about 27%
SENP7 block = SENP7 protease inhibitors, primary screen, biochemical, luminescence, uHTS; Sentrin-specific protease 7 (Homo sapiens), Q9BQF6; recombinant SENP7, Z-RLRGG-aminoluciferin luminescence, 40 min; inhibition, % at 5 µM; 1.5% of 330,000 active; AID 434973, 2010;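 active = inhibition above about 50% at the single test dose, limit read from the data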;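 note: plate controls were DMSO with enzyme for no effect and no enzyme buffer wells for full effect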
Target sequence (Q9BQF6 706-1050 limits assumed): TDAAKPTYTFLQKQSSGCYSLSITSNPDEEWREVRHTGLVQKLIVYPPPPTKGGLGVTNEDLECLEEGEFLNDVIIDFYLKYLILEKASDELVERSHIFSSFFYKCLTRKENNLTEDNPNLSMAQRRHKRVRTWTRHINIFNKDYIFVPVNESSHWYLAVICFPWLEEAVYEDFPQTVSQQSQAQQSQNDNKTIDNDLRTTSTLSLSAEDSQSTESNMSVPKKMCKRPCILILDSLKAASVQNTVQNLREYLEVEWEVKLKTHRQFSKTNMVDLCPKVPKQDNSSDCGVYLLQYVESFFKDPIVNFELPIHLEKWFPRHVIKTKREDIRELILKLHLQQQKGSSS
SENP8 block-2 = SENP8 protease inhibitors, primary screen, biochemical, luminescence. purified SENP8, Z-RLRGG-aminoluciferin cleavage. 1.2% of 330,000 active. inhibition, % at 10 µM. AID 2540, 2010; in the data active = inhibition above about 50%
* hit, by the source's call; / = no result given.

SMILES | UBC13 inh | Apaf-1 inh | SENP6 inh | APOBEC3G inh | SENP1 FRET inh | SENP8 block-1 | SENP7 block | SENP8 block-2
Cc1cc(C)n2c(SCC(=O)Nc3ccccc3C#N)nnc2n1 | -12 | -3 | -7 | -2 | -3 | -107 | 0 | -1
Cn1c(=O)n(CC(=O)NC2CCCCC2)c(=O)c2ccccc21 | -3 | 7 | -26 | 2 | 2 | 10 | -7 | -7
CC(C)(C)c1ccc(S(=O)(=O)Nc2ccc(C(=O)N3CCCC3)cc2)cc1 | -5 | 11 | -10 | -3 | 2 | 0 | -6 | -2
COc1cc(OC)cc(-n2nnnc2SCC(=O)Nc2ccc(C(C)=O)cc2)c1 | 2 | -3 | -6 | -1 | 1 | 13 | 3 | 8
CCOC(=O)c1sc(NC(=S)NC(=O)c2ccco2)nc1C | 5 | 0 | 5 | -11 | -3 | 14 | 2 | -6
COC(=O)Cn1c2c(c3cc(C)ccc31)CCCC2NC(C)c1ccccc1 (stereo unspecified) | -1 | 9 | -11 | -6 | 3 | 7 | -11 | 2
COc1ccc(-c2noc(CSc3nc(N)c(-c4ccccc4)c(=O)[nH]3)n2)cc1OC | -6 | 7 | -38 | -4 | 2 | 12 | -13 | -4
O=c1ccnc(SCCC(F)=C(F)F)[nH]1 | 4 | -2 | -8 | 3 | 1 | -2 | 1 | -2
Cc1cc(C)c(C)c(S(=O)(=O)N2CCC(C(=O)OCC(=O)NC3CCS(=O)(=O)C3)CC2)c1C (stereo unspecified) | 9 | -6 | 7 | -6 | -2 | 5 | -7 | 6
COCCCNC(=S)N/N=C/c1ccc2c(c1)OCO2 | -6 | 2 | -2 | -2 | -1 | 27 | 6 | -1
CNC(=O)/C=C/c1cc(C(=O)c2ccc(Cl)cc2Cl)cn1C | -5 | -2 | -19 | -7 | 3 | -29 | -10 | -4
C=CCNC(=S)NC(=O)c1oc2ccccc2c1C | 13 | 15 | 4 | 1 | 2 | 4 | 6 | -9
Cc1ccc2cccc(OCC(=O)c3cc(C)n(Cc4ccco4)c3C)c2n1 | -7 | 18 | 0 | 1 | / | / | 8 | -1
COc1ccc(C(=O)NNC(=O)c2ccccc2[N+](=O)[O-])cc1Br | 8 | 9 | 9 | 1 | 3 | 25 | 2 | 1
O=C(Nc1ccc2c(c1)OCCO2)C1CC(c2ccccc2Cl)=NO1 (stereo unspecified) | 0 | 8 | 5 | 2 | -2 | 18 | 6 | 0
O=C(CCCCCn1nnc2ccccc2c1=O)Nc1ccccc1F | 7 | -3 | 11 | -5 | 1 | 16 | 8 | 2
Cc1ccccc1-c1nc(CN2CCCC(C(=O)NCCCN3CCOCC3)C2)c(C)o1 (stereo unspecified) | 5 | 3 | -3 | -6 | -2 | 22 | -3 | 6
CCN(CCO)Cc1cc(=O)oc2cc3c(cc12)CCC3 | 20 | -7 | -5 | -3 | -21 | -140 | 7 | 11
Cc1cc(C)cc(N(CC(=O)NCc2cccnc2)S(C)(=O)=O)c1 | 4 | -5 | -14 | -3 | -1 | 6 | -4 | 23
COc1ccc(C2=NO[C@@H]3C(=O)N(Cc4ccccc4)C(=O)[C@H]23)cc1OC | 1 | -6 | -17 | -10 | 2 | 7 | -7 | -2
CCOc1ccccc1N(CC)C(=O)c1ccc2c(=O)n3c(nc2c1)CCCCC3 | 5 | 5 | -2 | -7 | 0 | 19 | 1 | -7
O=C(C[C@H]1C/C=C\CC[C@@H](Cc2ccc(F)cc2)C(=O)OC[C@H]2CCCN2C1=O)N[C@@H](CO)Cc1ccccc1 | 4 | 22 | -9 | 5 | 0 | 2 | 3 | -5
COc1ccc(CCN2CC(C(=O)N3CCC(O)(c4ccccc4)CC3)CCC2=O)cc1 (stereo unspecified) | 2 | 5 | 3 | -4 | 1 | 3 | 3 | -5
Cc1ccc(NC(=O)c2c3c(nc4ccccc24)CCC3)cc1S(=O)(=O)N(C)C | -4 | 9 | -3 | 8 | 1 | -3 | 0 | 4
COc1ccc(CC(=O)O/N=C(\N)c2ccc(Br)cc2)cc1OC | -2 | 10 | 9 | -3 | -1 | 14 | 0 | -10

One compound at a time, from the list above. Screens in order: UBC13 inh | Apaf-1 inh | SENP6 inh | APOBEC3G inh | SENP1 FRET inh | SENP8 block-1 | SENP7 block | SENP8 block-2
Shown for O=c1ccnc(SCCC(F)=C(F)F)[nH]1 → 4 | -2 | -8 | 3 | 1 | -2 | 1 | -2
Shown for Cn1c(=O)n(CC(=O)NC2CCCCC2)c(=O)c2ccccc21 → -3 | 7 | -26 | 2 | 2 | 10 | -7 | -7
Shown for COCCCNC(=S)N/N=C/c1ccc2c(c1)OCO2 → -6 | 2 | -2 | -2 | -1 | 27 | 6 | -1
Shown for Cc1cc(C)n2c(SCC(=O)Nc3ccccc3C#N)nnc2n1 → -12 | -3 | -7 | -2 | -3 | -107 | 0 | -1
Shown for Cc1ccc2cccc(OCC(=O)c3cc(C)n(Cc4ccco4)c3C)c2n1 → -7 | 18 | 0 | 1 | / | / | 8 | -1

(listing goes on)
SMILES | UBC13 inh | Apaf-1 inh | SENP6 inh | APOBEC3G inh | SENP1 FRET inh | SENP8 block-1 | SENP7 block | SENP8 block-2
O=C(CN1C(=O)COc2ccccc21)N(Cc1ccc2c(c1)OCO2)CC1CCCO1 (stereo unspecified) | 7 | -4 | -2 | -5 | 0 | -4 | 0 | -2
CCOc1ccc(N/C(N)=N/c2nc(C)c(C)c(=O)[nH]2)cc1 | -4 | 2 | 9 | 0 | 3 | 13 | 0 | -15
COc1ccc(C2=CC3=C(Br)C(=O)C(C)(O)C(=O)C3=CO2)cc1 (stereo unspecified) | -12 | 12 | -7 | -2 | -24 | -199 | 0 | 5
O=C(CN1CCOCC1)Nc1nc(-c2ccccc2)cs1 | -3 | 4 | -25 | -1 | -1 | 5 | -7 | -11
Cc1nc(-c2ccc(C#N)cc2)cs1 | 7 | -9 | -13 | -2 | 0 | 17 | 6 | -3
O=C1Nc2ccccc2S/C1=C/NCc1ccccc1Cl | 4 | 13 | -21 | 0 | -1 | 19 | 4 | -8
CN1C(=O)NC(c2cccc(O)c2)C(C(=O)c2cccs2)C1(O)C(F)(F)F (stereo unspecified) | 1 | -4 | -11 | -4 | 1 | -5 | -10 | -3
FC(F)(F)c1cccc(N2CCN(c3ccc4nnc(-c5ccccc5)n4n3)CC2)c1 | 30 | 34 | 3 | 1 | 0 | -1 | 11 | 8
CC1CCCCN1S(=O)(=O)c1ccc(NC(=O)c2cccs2)cc1 (stereo unspecified) | 3 | -1 | -7 | -5 | 0 | 21 | -3 | -4
Cn1c(SCC(=O)Nc2cccc(F)c2)nc2c(c1=O)SCC2 | 0 | -17 | -7 | -6 | -2 | 7 | 0 | -3
O=C(O)C1Cc2c([nH]c3ccccc23)C(c2ccc3c(c2)OCO3)N1 (stereo unspecified) | 0 | -9 | -13 | 1 | -27 | -139 | 10 | 5
COC(=O)[C@]1(C)N[C@H](CN(C)S(=O)(=O)c2ccc(C(F)(F)F)cc2)[C@@H]2C(=O)N(C)C(=O)[C@@H]21 | 2 | 7 | 15 | 3 | 3 | 10 | 4 | 6
COC(=O)C(C)n1cnc2c(nnn2-c2ccccc2)c1=O (stereo unspecified) | 3 | -3 | -2 | 0 | -4 | -3 | -5 | 5
O=C(O)Cn1c(=O)c2c(c3ccccc31)CCC2 | -4 | 4 | -3 | -6 | 1 | -21 | -6 | -8
CCN1C(=O)c2cccc3c(NC(=O)c4ccc(S(=O)(=O)N(C)C)cc4)ccc1c23 | 62* | 4 | -27 | 6 | 46 | 16 | -10 | 0
O=S(=O)(NCCCN1CCOCC1)c1ccc2ccccc2c1 | 2 | 3 | -14 | -6 | 1 | 11 | -8 | -9
Cc1nn(C)cc1C1C(C#N)=C(N)N(c2ccc(F)c([N+](=O)[O-])c2)C2=C1C(=O)CCC2 (stereo unspecified) | -12 | -11 | -4 | -1 | 3 | 23 | 4 | -10
Cc1[nH]c2ccccc2c1C(=O)/C=C/c1ccccc1Cl | 10 | 3 | 24 | -9 | 2 | 15 | 0 | -16
COCCCNC(=S)N1CCC(NC(=O)c2ccco2)CC1 | -3 | -6 | 3 | -3 | 3 | 11 | 6 | 2
CCOC(=O)N1CCN(C(=O)CN(c2cccc(C)c2)S(=O)(=O)c2ccccc2)CC1 | -8 | 4 | -51 | -1 | 1 | 1 | -3 | -9
C/C=C(/C)C(=O)Nc1cccc(C2=NOC3(C2)C[C@H](C(N)=O)N(C(=O)COc2ccc(Cl)cc2)C3)c1 (stereo partly specified) | 1 | 11 | -2 | 8 | -2 | 8 | -2 | -6
COc1ccc(CCNS(=O)(=O)c2cn(C)c(=O)n(C)c2=O)cc1OC | 3 | -4 | -14 | -9 | 1 | 1 | 4 | 4
CCOC(=O)/C(=N\NC(=O)c1ccccc1)c1ccccc1 | -7 | -16 | -16 | -5 | 2 | 10 | 12 | -7
O=C(NCc1ccc(OC(F)(F)F)cc1)C1CCC(=O)N(C2CC2)C1 (stereo unspecified) | -4 | 3 | 1 | -3 | 1 | 3 | -9 | -10
O=C(Cc1ccccc1)NNS(=O)(=O)c1ccccc1[N+](=O)[O-] | -8 | -5 | -11 | -5 | 2 | 16 | -5 | 0
SMILES | UBC13 inh | Apaf-1 inh | SENP6 inh | APOBEC3G inh | SENP1 FRET inh | SENP8 block-1 | SENP7 block | SENP8 block-2
O=C(Cc1ccccc1)Nc1ccc2[nH]ncc2c1 | -9 | 2 | -22 | -7 | -2 | 0 | -18 | 1
CCOc1ccc(NS(=O)(=O)c2cc(C(=O)N3CCN(C(C)=O)CC3)ccc2Cl)cc1 | -3 | 4 | -17 | -6 | 1 | 7 | -10 | -15
Cc1ccc(S(=O)(=O)N(C)CC(=O)N2CCOCC2)cc1 | 4 | 0 | -15 | -3 | -1 | 18 | -7 | 5
O=C(CSc1ncn[nH]1)NCc1ccccc1 | -4 | -3 | -1 | 1 | 1 | 12 | -2 | 2
COc1ccccc1/C=C/C=N/NC(=O)CCC1C(=O)NN=C1C (stereo unspecified) | -11 | -8 | 5 | -1 | 2 | -20 | 10 | -1
Cc1ccc(S(=O)(=O)N2CCCC2C(=O)OCc2ccco2)cc1 (stereo unspecified) | -8 | -9 | -9 | -1 | -9 | 5 | 1 | -2
CCC(NC(=O)COc1ccc([N+](=O)[O-])cc1)c1ccccc1 (stereo unspecified) | -1 | -5 | -5 | -3 | / | / | 0 | 9
C[C@@H]1COC(=O)[C@H](CC(=O)OC(C)(C)C)C/C=C\C[C@@H](CC(=O)NCCO)C(=O)N1 | -2 | 14 | -9 | -11 | 1 | 7 | -7 | -9
CCc1ccc(/C=C2\Oc3ccc(C(=O)OC)cc3C2=O)cc1 | -20 | 5 | -18 | -6 | -6 | -24 | -5 | -15
CN1OC(Cn2cc(C#N)c(=O)n(C)c2=O)CC1c1ccccc1 (stereo unspecified) | -2 | -3 | 6 | -2 | 2 | 6 | 0 | 0
OCCC1CN(Cc2cccc(C(F)(F)F)c2)CCN1Cc1ccccc1 (stereo unspecified) | 5 | -3 | 5 | -5 | 0 | 6 | -7 | 7

The order is random; any-hit rate near 3.6%.
